# TNAP act hiacc: increases human TNAP activity under high phosphate acceptor concentration | activation factor at 20 µM | purified TNAP, CDP-star luminescence, 1 M DEA, 30 min; stronger effect = higher value; 0 = EDTA background, 1 = DMSO-only activity | P05186 | AID 1136 | 200,000 tested, under 10 active;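 active means activation factor at least 2 at 20 µM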
# Target sequence (P05186 whole entry, looked up): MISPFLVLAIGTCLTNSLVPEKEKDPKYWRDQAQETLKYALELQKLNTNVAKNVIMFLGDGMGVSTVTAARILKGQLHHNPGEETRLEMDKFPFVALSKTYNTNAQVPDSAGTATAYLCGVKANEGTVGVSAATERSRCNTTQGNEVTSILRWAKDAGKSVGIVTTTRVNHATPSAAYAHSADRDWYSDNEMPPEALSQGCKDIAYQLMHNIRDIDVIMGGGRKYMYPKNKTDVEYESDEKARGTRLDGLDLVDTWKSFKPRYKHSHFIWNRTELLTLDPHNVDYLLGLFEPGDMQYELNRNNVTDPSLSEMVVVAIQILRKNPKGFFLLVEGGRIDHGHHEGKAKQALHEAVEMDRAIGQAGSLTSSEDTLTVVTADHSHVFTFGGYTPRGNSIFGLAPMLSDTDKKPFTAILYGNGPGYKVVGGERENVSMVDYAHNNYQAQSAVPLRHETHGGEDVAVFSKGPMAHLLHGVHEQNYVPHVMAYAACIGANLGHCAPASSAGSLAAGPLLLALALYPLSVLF
#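 Assay system: human TNAP; Input: enzyme diluted 1/800 final; Reagent: CDP-star luminogenic substrate at 100 µM final; Timing: 30 min, room temperature; Signal: luminescence; Evaluation: TNAP activation factor scaled between EDTA and DMSO control wells.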
# bIAP inh: intestinal alkaline phosphatase (bovine) inhibition; purified bovine IAP, CDP-star luminescence, 30 min; inhibition, % at 20 µM; 190,000 tested, under 10 active;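 active means over 50% inhibition of intestinal alkaline phosphatase at 20 µM in the single-dose screen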
#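 System: Purified bovine intestinal alkaline phosphatase (IAP) enzyme | Input: IAP diluted 1/65,000,000 in the well | Also added: CDP-star chemiluminescent phosphatase substrate, 30 µM final | Dosing: 20 µM single dose | Times: Enzyme reaction for 30 min at room temperature | Detection: Luminescence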
# FLuc inh counter: Photinus pyralis luciferase inhibition counter-screen; ATPLite firefly luciferase biochemical luminescence, 10 min; P08659; 200,000 tested, 1.5% active; AID 1006; inhibition, % at 10 µM;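 active means inhibition above about 50% when tested at 10 µM, limit read from the data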
# Target sequence (P08659 whole entry, looked up): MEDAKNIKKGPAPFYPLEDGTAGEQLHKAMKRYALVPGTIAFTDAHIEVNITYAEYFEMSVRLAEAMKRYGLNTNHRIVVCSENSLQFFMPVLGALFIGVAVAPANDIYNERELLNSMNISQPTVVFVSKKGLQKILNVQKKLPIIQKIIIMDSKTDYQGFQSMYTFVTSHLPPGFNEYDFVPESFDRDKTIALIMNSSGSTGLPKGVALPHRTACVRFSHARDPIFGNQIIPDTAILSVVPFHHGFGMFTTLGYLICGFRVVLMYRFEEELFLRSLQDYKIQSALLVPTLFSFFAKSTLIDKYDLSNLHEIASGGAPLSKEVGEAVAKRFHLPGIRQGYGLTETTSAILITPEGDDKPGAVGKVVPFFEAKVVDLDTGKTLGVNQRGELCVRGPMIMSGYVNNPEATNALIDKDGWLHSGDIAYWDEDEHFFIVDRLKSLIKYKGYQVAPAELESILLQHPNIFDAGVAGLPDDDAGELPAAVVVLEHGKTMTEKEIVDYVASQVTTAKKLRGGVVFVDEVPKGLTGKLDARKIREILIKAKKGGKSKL
# TNAP inh no acc: inhibitors of human TNAP without phosphate acceptor; inhibition, % at 20 µM; 200,000 tested, 0.26% active; purified TNAP, CDP-star luminescence, 30 min; P05186;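 active means tissue-nonspecific alkaline phosphatase inhibition above about 50% at 20 µM in the single-dose screen, limit read from the data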;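 further: 0% = DMSO negative control and 100% = EDTA positive control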
# Lmaj promast: reduces viability of Leishmania major promastigotes | AID 1063 | 200,000 tested, 9% active | resazurin fluorescence viability | inhibition, % at 10 µM; in the data active means inhibition above about 50%;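 further: promastigotes grown with compound for 44 hours at 28 °C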
# RAM network inh: blocks the yeast RAM network | S. cerevisiae dse1pr::URA3 reporter, 5-FOA growth OD615, 2 d; analog-sensitive cbk1-as2 kinase mutant strain | inhibition, % at 50 µM | 190,000 tested, 1.8% active | AID 868;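 active means inhibition above a set limit, 3 SD over mean compound inhibition, cut at about 8.4% in these data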;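 further: 0% = DMSO-only wells with no growth and 100% = 10 µM 1-NA-PP1 full growth; inhibition rescues growth on 5-FOA so higher OD means more RAM inhibition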
# bIAP act: increases bovine intestinal alkaline phosphatase activity | purified bovine IAP, CDP-star luminescence, 30 min; stronger effect = higher value; fold of DMSO-control signal, blank-subtracted | activation factor at 20 µM | 200,000 tested, 0.17% active | AID 1016;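 active means activation factor of 2 or more at 20 µM, a signal rise over negative controls twice the positive control's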
# TNAP inh hiacc: inhibitors of human TNAP at high phosphate acceptor concentration | AID 1135 | inhibition, % at 20 µM | purified TNAP, CDP-star luminescence, 1 M DEA | 200,000 tested, 0.03% active;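 active means over 50% inhibition of tissue-nonspecific alkaline phosphatase at 20 µM in the single-dose screen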;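 further: plate controls were DMSO wells for no effect and EDTA-quenched wells as full inhibition for full effect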
# APP transl inh: APP translation inhibition | AID 1285 | SH-SY5Y APP 5'UTR-luciferase reporter, luminescence | inhibition, % at 2 µM | 190,000 tested, 0.82% active;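 active means inhibition above a set limit, derived from the sample mean plus 3 SD, cut at about 45% in these data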; further: values of inactives mirror those of a sister screen read the other way
# FLuc act counter: firefly luciferase counter-screen for stimulation assays; ATPlite luciferase biochemical, luminescence, 10 min; 0 = ATP-free wells, 1 = DMSO control; activation factor at 10 µM; AID 1027; 200,000 tested, under 10 active;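 active means luciferase activation factor, scaled between plate controls, of at least 2 with compound at 10 µM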
#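 System: cell-free luciferase reagent; medium: PBS as buffer for the ATP substrate; doses: test compounds dosed from 2 mM stocks in 100% DMSO; incubation: 10 min, room temperature; measured by: luminescence from luciferase reaction; read-out: luciferase activation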
# The depositor's hits bear a star.
SMILES,TNAP act hiacc,bIAP inh,FLuc inh counter,TNAP inh no acc,Lmaj promast,RAM network inh,bIAP act,TNAP inh hiacc,APP transl inh,FLuc act counter
O=C(COC(=O)c1cc(=O)[nH]c(=O)[nH]1)Nc1cccc(S(=O)(=O)N2CCOCC2)c1,1.1,1,-3,-6,-8,2.2,1,-7,8,1
Cc1ccccc1Cn1c(=O)n(CCCC(=O)NCc2ccco2)c(=O)c2sccc21,1,-6,-3,-13,11,2.5,1.1,-3,4,1
CC1CCCN(C/C=C/c2ccccc2[N+](=O)[O-])C1 (stereo not given),1,5,-6,-11,88*,0.9,1,-4,-1,1.1
CCCOc1cccc(C(=O)N(Cc2ccc(OC)c(OC)c2)C2CCS(=O)(=O)C2)c1 (stereo not given),1.1,2,-10,-2,2,-0.5,1,-7,-1,1.1
CC(=O)Oc1ccccc1N(C(C)=O)S(=O)(=O)c1ccc2ccccc2c1,1,-3,-3,-11,7,0.6,1,-3,-4,1
COc1ccc(N2CCN(C(=O)c3ccc(CSc4ccccc4)cc3)CC2)cc1,1,6,1,-18,-6,-0.4,0.9,-5,11,1
CC(Sc1nc2cc([N+](=O)[O-])ccc2n1-c1cccc(C(F)(F)F)c1)C(=O)NC(N)=O (stereo not given),1,-41,-5,0,3,2.4,1.4,2,-1,1
COc1ccc(N(CC(=O)Nc2cc(C)ccc2C)S(=O)(=O)c2ccccc2[N+](=O)[O-])c(OC)c1,1,-6,0,-1,35,1.6,1.1,-4,-7,1
CCC1(C)Cc2ccccc2C(Nc2c(C)n(C)n(-c3ccccc3)c2=O)=N1 (stereo not given),1.1,-4,-6,-16,1,4.7,1,-9,17,1.1
C=CCNC(=S)NNc1nc(Nc2ccccc2)nc(N2CCCCC2)n1,1,-20,-6,-99,3,0.0,1.2,-5,5,1.1
CCC(C)c1ccc(O)c(/C=N/O)c1 (stereo not given),1.1,6,-2,-8,-4,-0.8,0.9,-5,-11,1
CC(O)Cc1cn(CC(=O)N2CCN(C(=O)OC(C)(C)C)CC2)nn1 (stereo not given),1,8,1,-6,-1,0.8,0.9,0,-6,1
COc1ccc(C2CC(c3ccc(C)cc3)Nc3nc(N)nn32)cc1 (stereo not given),1.1,5,-8,7,3,0.7,1,-6,4,1.1
Cc1ccccc1NC(=O)CSc1ccsc1[N+](=O)[O-],1,2,-3,-9,45,2.9,1,-1,-6,1
Cn1c(=O)c(Nc2ccc(O)cc2)c2c3c(cccc31)C(=O)c1ccccc1-2,0.7,44,1,19,24,5.5,0.6,29,-19,1

# Quoted from the listing:
# TNAP inh no acc with `COc1ccc(N2CCN(C(=O)c3ccc(CSc4ccccc4)cc3)CC2)cc1` reads -18
# TNAP inh hiacc with `CC(O)Cc1cn(CC(=O)N2CCN(C(=O)OC(C)(C)C)CC2)nn1` (stereo not given) reads 0
# TNAP inh no acc with `COc1ccc(N(CC(=O)Nc2cc(C)ccc2C)S(=O)(=O)c2ccccc2[N+](=O)[O-])c(OC)c1` reads -1
# bIAP inh with `CC1CCCN(C/C=C/c2ccccc2[N+](=O)[O-])C1` (stereo not given) reads 5
# Lmaj promast with `CC(Sc1nc2cc([N+](=O)[O-])ccc2n1-c1cccc(C(F)(F)F)c1)C(=O)NC(N)=O` (stereo not given) reads 3
# bIAP inh with `COc1ccc(C2CC(c3ccc(C)cc3)Nc3nc(N)nn32)cc1` (stereo not given) reads 5
# TNAP inh no acc with `C=CCNC(=S)NNc1nc(Nc2ccccc2)nc(N2CCCCC2)n1` reads -99

# (next part)
SMILES,TNAP act hiacc,bIAP inh,FLuc inh counter,TNAP inh no acc,Lmaj promast,RAM network inh,bIAP act,TNAP inh hiacc,APP transl inh,FLuc act counter
COc1ccccc1-c1cc(C(F)(F)F)nc(NCc2ccco2)n1,1,13,-7,8,18,8.3,0.9,1,-22,1.1
Cc1ccc(S(=O)(=O)N2CCC(=O)N(C(COCc3ccccc3)C(C)C)CC2)cc1 (stereo not given),1,10,-10,-4,2,1.2,0.9,-2,-7,1.1
CC(=O)Cc1nsc(NC(=O)c2ccc(F)cc2)n1,1,13,-4,-4,-4,0.1,0.9,-2,-13,1
CCOC(=O)c1c(NC(=O)CS(=O)(=O)c2cn(CC)c3ccccc23)sc2c1CCCCC2,1,6,-2,0,-6,3.8,0.9,2,33,1
Cc1c(Cl)cccc1NC(=O)COC(=O)CCc1nc2ccccc2n1-c1ccccc1,1,20,-6,-20,-3,3.0,0.8,-4,0,1.1
CCCCC(CC)CNC(=O)CC1Nc2c3ccccc3nc(=S)n2C1=O (stereo not given),1,6,-1,-6,30,-0.7,0.9,0,-9,1
NC(=O)c1ccc(NC(=O)COC(=O)c2cccc(Oc3ccccc3)c2)cc1,1,-12,0,-6,-9,2.0,1.1,2,-13,1
COc1ccccc1-n1cnc2cc(NCc3ccccn3)ccc21,1,2,2,1,33,0.4,1,-2,-45,1
Nc1nc2n(n1)C(c1ccc(F)cc1)CC(c1ccc(F)cc1)N2 (stereo not given),1,3,-2,2,3,2.4,1,-1,-29,1
CCc1nnc2sc(-c3ccc(NC(=O)c4ccco4)cc3)nn12,1.1,1,-7,9,10,2.2,1,-7,-7,1.1
Cc1cc(NS(=O)(=O)c2ccc(NC(=O)c3cc4cc(Br)ccc4oc3=O)cc2)no1,0.9,8,-4,-5,-11,3.8,0.9,7,-20,1
CCOC(=O)c1cc2c(ccn2C)n1Cc1ccc(C#N)cc1,1,3,-4,-5,0,10*,1,-2,10,1
O=C1CCCN1CCCNC(=S)Nc1ccc(F)c(Cl)c1,1.1,-9,-4,-8,23,-1.1,1.1,-6,10,1
Cc1cccc(NC(=O)CSc2nnc(-c3ccco3)o2)c1C,1,-4,-5,-13,-4,3.2,1,0,4,1.1
CCOC(=O)c1c(C)n(C)c2ccc(OC)c(NC(=O)CN3CCCCC3)c12,1,1,-7,-6,2,0.1,1,-2,4,1.1
CCOC(=O)c1ccc(NS(=O)(=O)N2CCCCCC2)cc1,1,5,3,-5,95*,1.1,1,-1,-10,1
O=S(=O)(Nc1ccc2cn[nH]c2c1)c1ccc(Cl)s1,1,2,-5,-6,2,1.0,1,-4,-14,1.1
CCn1c(C(=O)N2CCCC(C(=O)NCCCc3ccccc3)C2)cc2sccc21 (stereo not given),1.1,4,-6,-11,99*,3.8,1,-11,-17,1.1
COC(=O)C1=C(O)/C(=C\c2ccc(CNC(=O)C(=O)Nc3ccc(C)cc3)o2)N=C1C,1,-14,14,-1,-1,1.5,1.1,4,-1,0.9
C=CCNC(=O)/C(=C\c1ccc([N+](=O)[O-])cc1)NC(C)=O,1,2,-6,-8,-5,2.8,1,-2,4,1.1
COc1ccc(C(=O)N/N=C/C(Br)=C/c2ccccc2)cc1,1,-3,19,-8,-3,-1.4,1,3,24,0.8
Cn1cccc1-c1cc(C(=O)N2CCc3c([nH]c4ccccc34)C2c2ccccn2)[nH]n1 (stereo not given),1,-15,-6,18,31,2.5,1.1,-3,10,1.1
Cc1ccc2nc3c(c(C(=O)OC4CCOC4=O)c2c1)CCCC3 (stereo not given),1,-3,-3,-7,2,0.4,1,-4,3,1
COc1ccccc1C(c1nnnn1Cc1ccccc1)N1CCC(C(N)=O)CC1 (stereo not given),1.1,-3,-3,-27,2,0.2,1,-8,2,1
COc1cc(Cl)cc(C2NC(=S)NC(c3ccccc3)=C2C(C)=O)c1OCC(=O)O (stereo not given),1,0,0,-4,-8,-0.5,1,-4,0,1
O=C(NCc1cccnc1)c1cccnc1Sc1ccc(Cl)cc1,1,0,-7,-10,85*,1.2,1,-4,-5,1.1
O=C(N(Cc1ccccc1)c1ccccn1)C12CC3CC(CC(C3)C1)C2,1,8,-9,-9,12,0.1,0.9,-2,8,1.1
C=CCOC(=O)CCC(=O)Nc1cccc2ccccc12,1.1,8,-6,-14,-6,1.1,0.9,-6,9,1.1
CC(=O)c1cccc(N(C(=O)CNC(=O)c2ccco2)C(C(=O)NCc2ccco2)c2ccccc2)c1 (stereo not given),1.1,6,-8,-4,-6,1.9,0.9,-6,-6,1.1
COc1cc(NC(=O)Cc2ccccc2OC)cc(OC)c1,1.1,-1,-2,-13,-1,-0.3,1,-6,-5,1

# Gathered by group: those above containing a thiophene ring, fused or not (five)
SMILES,TNAP act hiacc,bIAP inh,FLuc inh counter,TNAP inh no acc,Lmaj promast,RAM network inh,bIAP act,TNAP inh hiacc,APP transl inh,FLuc act counter
Cc1ccccc1Cn1c(=O)n(CCCC(=O)NCc2ccco2)c(=O)c2sccc21,1,-6,-3,-13,11,2.5,1.1,-3,4,1
Cc1ccccc1NC(=O)CSc1ccsc1[N+](=O)[O-],1,2,-3,-9,45,2.9,1,-1,-6,1
CCOC(=O)c1c(NC(=O)CS(=O)(=O)c2cn(CC)c3ccccc23)sc2c1CCCCC2,1,6,-2,0,-6,3.8,0.9,2,33,1
O=S(=O)(Nc1ccc2cn[nH]c2c1)c1ccc(Cl)s1,1,2,-5,-6,2,1.0,1,-4,-14,1.1
CCn1c(C(=O)N2CCCC(C(=O)NCCCc3ccccc3)C2)cc2sccc21 (stereo not given),1.1,4,-6,-11,99*,3.8,1,-11,-17,1.1

# Later entries:
SMILES,TNAP act hiacc,bIAP inh,FLuc inh counter,TNAP inh no acc,Lmaj promast,RAM network inh,bIAP act,TNAP inh hiacc,APP transl inh,FLuc act counter
O=C1CCCN1c1ccc(S(=O)(=O)N2CCC(c3ccccc3)CC2)cc1,1.1,-4,-5,-13,-8,1.2,1,-14,-2,1.1
COc1ccc(C2CC(=O)CC(=O)C2n2cncn2)cc1 (stereo not given),1,1,-7,-11,-3,0.9,1,-3,9,1.1
O=C(Nc1nc(-c2cccs2)cs1)c1ccc(S(=O)(=O)N2CCCC2)cc1,1,13,-4,-4,77*,2.4,0.9,-3,-3,1
COc1ccc(-c2c(C)nc(N)nc2-c2ccc(OCc3ccc(C)cc3)cc2O)cc1OC,1,-2,1,-6,-5,3.2,1,-4,-2,1
O=C(COc1cccc2ccccc12)N/N=C/c1ccncc1,1,-2,-3,0,15,1.3,1,-4,5,1
COCCN1C(=O)c2oc3ccccc3c(=O)c2C1c1ccc(O)c(OC)c1 (stereo not given),1,8,-4,7,-5,2.7,0.9,1,3,1
COc1ccc(CCNCc2ccc(OCc3ccc(Cl)nc3)c(OC)c2)cc1OC,0.9,-13,-1,3,90*,3.7,1.1,6,7,1
CCOCCCN1CN(S(=O)(=O)c2ccc(Cl)cc2)c2nc3ccccc3nc21,1.1,-8,-6,-10,22,5.0,1.1,-7,1,1.1
COc1ccc(S(=O)(=O)N2CCN(c3ccccn3)CC2)cc1OC,1,1,-7,-50,-7,1.0,1,-3,9,1.1
CCNc1nc(NCC)n2c(SC(C(=O)Nc3cc(C)ccc3C)c3ccccc3)nnc2n1 (stereo not given),1,-3,-5,-10,15,5.8,1,-4,-21,1

# Screening results deposited in PubChem BioAssay by several laboratories.

# This is a random part of the collection. Share with any hit: about 13%.
